E coli growth – bacterial growth inhibition, counter-screen for AddAB inhibitors | E. coli V3065 growth, OD600 absorbance, 18 h | inhibition, % at 11.9 µM | actives 0.27% (n = 330,000) | AID 449728;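 active = inhibition above the campaign's mean inhibition across all tested compounds plus 3 SD, cut at about 9.9% in these data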;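 note: uninfected addAB+ strain grown without phage in ampicillin broth; 0% = DMSO wells and 100% = ciprofloxacin 0.95 µg/ml wells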
phage Ecoli inh – E. coli growth loss with phage present | growth absorbance | inhibition, % at 11.9 µM | actives 0.26% (n = 360,000); in the data active = inhibition above about 11%
SUMO Mot1 rescue – inhibitors of SUMOylation pathway: yeast Mot1-301 growth rescue; AID 2716; actives 1% (n = 320,000); growth rescue, % at 18.8 µM; S. cerevisiae Mot1-301 growth rescue, ATP luminescence, 38.5C; percent above DMSO median, 100 means doubled;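 active = every valid replicate shows activation above 250% relative to neutral control wells; inactive = the rest, any valid replicate at or below 250%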;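 note: OY570 slx delta 5 strain wells were the positive control but not used for scaling; some compounds called inactive have numbers as strong as hits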
PfHsp90 yeast 2 – reduces growth (ATP signal) of yeast expressing P. falciparum Hsp90. S. cerevisiae expressing PfHsp90, BacTiter-Glo ATP, 48 h; yeast lacking PDR1 and PDR3 efflux regulators. inhibition, % at 9.4 µM. actives 0.32% (n = 310,000). AID 504621;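 active = every replicate shows inhibition above about 80%, whatever the replicate mean, limit read from the data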;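 note: 0% = DMSO neutral controls and 100% = 20 µM radicicol positive controls; yeast relying on Plasmodium falciparum Hsp90 in place of its own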
Pemphigus Ab inh – inhibitors of pemphigus antibody binding to human desmoglein-3. binding (percent of control), % at 10 µM. actives 0.48% (n = 310,000). AID 588358. DSG3-coupled beads, scFv-anti-DSG3-GFP binding, flow cytometry; stronger effect = lower value. P32926;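 active = binding more than 3 SD below its plate's average and above zero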;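 note: hits lower antibody fragment binding to DSG3; some compounds called inactive have numbers as strong as hits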
Arrestin-AP2 inh – inhibitors of human beta-arrestin and AP2 interaction. FITC-arrestin peptide / GST-AP2 beads, flow cytometry; AP2 beta2 appendage carries R879A mutation. inhibition, % at 10 µM. actives 0.31% (n = 340,000). AID 504490;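 active = inhibition above a set limit, near 3 SD of compounds lacking own fluorescence, cut at about 54% in these data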;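 note: plate controls were DMSO wells for no effect and 5 µM unlabelled arrestin peptide for full effect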
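test system = AP2 appendage R879A on GSH beads | buffer or medium = PBS plus Tween 20 (0.05%) and BSA (0.1%) | incubation = 12 min plus 1 h, RT | detection = bead flow cytometry, FITC channel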
AddAB inh – less growth of phage-infected E. coli with AddAB | inhibition, % at 11.9 µM | actives 0.29% (n = 330,000) | E. coli expressing H. pylori AddAB, absorbance growth; in the data active = inhibition above about 12%;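 note: 0% = vehicle wells of infected cells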
PKA-R1A activ – PKA-R1A complex activation | P00514+P68181 | PKA-R1A dissociation, Cy5-IP20 fluorescence polarization; scaled: DMSO 0%, 113 µM cGMP 100% | activation, % at 11.4 µM | actives 0.083% (n = 340,000) | AID 504707;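 active = percent activation above the mean of all tested compounds plus 3 SD, cut at about 19% in these data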;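 note: higher means more PKAc released from R1A so a rise in polarization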
MOR-DOR inv ag – mu-delta opioid heterodimer inverse agonism; P35372+P41143; cell-based MOR-DOR heterodimer luminescence; inhibition, % at 9.3 µM; actives 0.21% (n = 340,000); AID 504357; in the data active = inhibition above about 22%, passing the limit was not always enough;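 note: 0% = cells with DMSO and 100% = wells without cells with DMSO; values of inactives mirror those of a sister screen read the other way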
Target sequence (P35372 whole entry, looked up): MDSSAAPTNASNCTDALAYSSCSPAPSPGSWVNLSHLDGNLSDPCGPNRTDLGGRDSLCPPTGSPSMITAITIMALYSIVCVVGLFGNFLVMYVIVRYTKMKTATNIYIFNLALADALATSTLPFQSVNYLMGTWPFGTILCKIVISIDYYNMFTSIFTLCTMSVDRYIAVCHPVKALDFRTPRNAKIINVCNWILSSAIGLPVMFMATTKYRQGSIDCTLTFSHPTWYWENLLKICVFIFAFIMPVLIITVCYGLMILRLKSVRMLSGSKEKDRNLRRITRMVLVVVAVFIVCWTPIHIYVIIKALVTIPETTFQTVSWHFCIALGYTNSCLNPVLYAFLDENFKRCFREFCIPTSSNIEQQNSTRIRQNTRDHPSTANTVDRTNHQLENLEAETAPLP
Target sequence (P41143 whole entry, looked up): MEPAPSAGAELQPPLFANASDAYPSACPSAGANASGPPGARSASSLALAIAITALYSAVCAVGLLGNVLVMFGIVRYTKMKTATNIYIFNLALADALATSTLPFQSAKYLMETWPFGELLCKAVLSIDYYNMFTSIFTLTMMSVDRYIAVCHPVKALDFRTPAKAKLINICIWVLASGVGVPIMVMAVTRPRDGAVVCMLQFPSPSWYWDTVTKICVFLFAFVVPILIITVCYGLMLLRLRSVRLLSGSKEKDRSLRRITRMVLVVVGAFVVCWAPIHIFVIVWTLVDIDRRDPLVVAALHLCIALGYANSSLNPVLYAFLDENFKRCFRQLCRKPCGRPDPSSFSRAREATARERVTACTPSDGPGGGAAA
Tat export inh – inhibitors of E. coli Tat protein transport; E. coli MC4100 TorA-mCherry Tat export, fluorescence; inhibition, % at 10 µM; actives 0.036% (n = 340,000); AID 488895;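 active = mean replicate inhibition at least 50% and at least half of replicates individually reaching 50%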;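 note: exported cargo escapes ClpAP degradation while cytoplasmic cargo is degraded and loses fluorescence; 0% = median of neutral control wells and 100% = median of NaSCN control wells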
OPRM1-OPRD1 ag – agonists of human mu-delta opioid receptor heterodimerization | P35372+P41143 | cells, OPRM1-OPRD1 heterodimerization, luminescence | activation, % at 9.3 µM | actives 0.3% (n = 340,000); in the data active = activation above about 18%;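 note: 0% = vehicle-treated cells and 100% = reference agonist; values of inactives mirror those of a sister screen read the other way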
An asterisk follows results filed as active; / = not tested or not shown.

[1] Cc1cccc(-n2c(-c3ccncc3)n[nH]c2=S)c1C
[2] CC1=CS(=O)(=O)CC1Sc1ncn[nH]1 (stereo not drawn)
[3] CN(C)c1nc(NCc2ccccc2)nc(SCC(=O)Nc2ccc(Cl)c(Cl)c2)n1
[4] Cn1cc(P(=S)(N2CCOCC2)N2CCOCC2)cc1P(=S)(N1CCOCC1)N1CCOCC1
[5] Cc1ccc(N(CC(=O)NCc2ccc3c(c2)OCO3)S(=O)(=O)c2c(C)noc2C)cc1
[6] CSc1ccc(S(=O)(=O)N2CCC(C(=O)Nc3ccc(C(N)=O)cc3)CC2)cc1

assay / entry,1,2,3,4,5,6
E coli growth,-12,-1.5,1.3,-0.8,1.7,0.0
phage Ecoli inh,-0.5,-0.8,3.8,0.8,0.1,-0.2
SUMO Mot1 rescue,-20,557*,-11,13,254,89
PfHsp90 yeast 2,-18,-51,-6,3,-2,-5
Pemphigus Ab inh,105,105,98,/,102,/
Arrestin-AP2 inh,12,22,-2,17,-3,6
AddAB inh,-12,1.7,-1.7,-1.3,-2.1,2.5
PKA-R1A activ,-2,-8,-9,-15,3,2
MOR-DOR inv ag,1,4,-25,6,2,14
Tat export inh,5,7,-5,-5,1,-10
OPRM1-OPRD1 ag,-0.2,-0.8,4.7,-1.2,-0.4,-2.2

The final three entries of the section before open the next one:
[4] Cn1cc(P(=S)(N2CCOCC2)N2CCOCC2)cc1P(=S)(N1CCOCC1)N1CCOCC1
[5] Cc1ccc(N(CC(=O)NCc2ccc3c(c2)OCO3)S(=O)(=O)c2c(C)noc2C)cc1
[6] CSc1ccc(S(=O)(=O)N2CCC(C(=O)Nc3ccc(C(N)=O)cc3)CC2)cc1
[7] COc1ccccc1-c1nc(-c2ccc(C)nc2OC)no1
[8] CC1(C)Cc2nc3sc4c(N(CCO)CCO)nnnc4c3cc2CO1
[9] O=C(CN1CCCCC1)Nc1nc(-c2ccc(F)c(F)c2)cs1
[10] COc1ccc(NC(=S)N(CCCN2CCOCC2)Cc2ccccn2)cc1
[11] COc1ccc(CN(CC(=O)NCC2CCCO2)C(=O)CNS(=O)(=O)c2ccccc2)cc1 (stereo not drawn)
[12] COc1ccc(N2C(=O)CC(Sc3nc4c(cc3C#N)CCC4)C2=O)cc1 (stereo not drawn)

assay / entry,4,5,6,7,8,9,10,11,12
E coli growth,-0.8,1.7,0.0,-0.6,-1.4,-2.2,2.2,-1.6,2.8
phage Ecoli inh,0.8,0.1,-0.2,1.2,1.7,-0.4,2.7,2.6,3.2
SUMO Mot1 rescue,13,254,89,-18,/,230,11,15,-10
PfHsp90 yeast 2,3,-2,-5,/,/,-3,-17,7,-40
Pemphigus Ab inh,/,102,/,/,111,/,103,94,87
Arrestin-AP2 inh,17,-3,6,-4,18,3,36,-1,7
AddAB inh,-1.3,-2.1,2.5,0.6,-0.4,1.0,-0.1,2.3,2.8
PKA-R1A activ,-15,3,2,6,-10,2,-2,-4,-1
MOR-DOR inv ag,6,2,14,-22,10,-55,-10,2,13
Tat export inh,-5,1,-10,-11,7,10,9,3,-8
OPRM1-OPRD1 ag,-1.2,-0.4,-2.2,3.8,-2.1,7.3,2.0,-0.3,-2.5

An excerpt from above, reduced to Pemphigus Ab inh:
entry	SMILES	Pemphigus Ab inh
11	COc1ccc(CN(CC(=O)NCC2CCCO2)C(=O)CNS(=O)(=O)c2ccccc2)cc1 (stereo not drawn)	94
12	COc1ccc(N2C(=O)CC(Sc3nc4c(cc3C#N)CCC4)C2=O)cc1 (stereo not drawn)	87

More compounds follow.
[13] Cc1ccc(N2C(=O)C3C4C=CC(CNC(=S)N5CCN(c6cccc(C)c6)C(C)C5)(O4)C3C2=O)cc1 (stereo not drawn)
[14] CCC(C)N(C(=O)Cn1cnc2c1c(=O)n(C)c(=O)n2C)C1CCS(=O)(=O)C1 (stereo not drawn)
[15] O=C(Nc1ccc2c(c1)C(=O)OC2)c1ccc(Cl)cc1
[16] N#CC1=C(N)OC2=C(C(=O)CCC2)C1CCc1ccccc1 (stereo not drawn)
[17] CC(C)CCNC(=O)C(c1cccnc1)N(Cc1ccccc1)C(=O)Cn1nnc2ccccc21 (stereo not drawn)
[18] O=C(Oc1cccnc1)c1ccco1

assay / entry,13,14,15,16,17,18
E coli growth,3.5,-0.7,0.4,-2.0,-2.5,-1.4
phage Ecoli inh,3.2,4.3,1.0,1.4,-0.3,1.3
SUMO Mot1 rescue,-50,5,-1,5,164,/
PfHsp90 yeast 2,105*,7,-34,-6,13,-12
Pemphigus Ab inh,83*,105,/,/,105,71
Arrestin-AP2 inh,-4,-2,7,-2,2,-7
AddAB inh,4.2,-2.1,-0.3,-1.1,-0.8,-0.6
PKA-R1A activ,-8,3,4,-2,-3,4
MOR-DOR inv ag,-10,/,-2,14,-38,4
Tat export inh,6,11,-3,2,13,-2
OPRM1-OPRD1 ag,2.0,/,0.3,-2.2,6.5,-0.7

5 entries from above in another layout.
No. | SMILES | E coli growth | phage Ecoli inh | SUMO Mot1 rescue | PfHsp90 yeast 2 | Pemphigus Ab inh | Arrestin-AP2 inh | AddAB inh | PKA-R1A activ | MOR-DOR inv ag | Tat export inh | OPRM1-OPRD1 ag
17 | CC(C)CCNC(=O)C(c1cccnc1)N(Cc1ccccc1)C(=O)Cn1nnc2ccccc21 (stereo not drawn) | -2.5 | -0.3 | 164 | 13 | 105 | 2 | -0.8 | -3 | -38 | 13 | 6.5
16 | N#CC1=C(N)OC2=C(C(=O)CCC2)C1CCc1ccccc1 (stereo not drawn) | -2.0 | 1.4 | 5 | -6 | / | -2 | -1.1 | -2 | 14 | 2 | -2.2
18 | O=C(Oc1cccnc1)c1ccco1 | -1.4 | 1.3 | / | -12 | 71 | -7 | -0.6 | 4 | 4 | -2 | -0.7
15 | O=C(Nc1ccc2c(c1)C(=O)OC2)c1ccc(Cl)cc1 | 0.4 | 1.0 | -1 | -34 | / | 7 | -0.3 | 4 | -2 | -3 | 0.3
14 | CCC(C)N(C(=O)Cn1cnc2c1c(=O)n(C)c(=O)n2C)C1CCS(=O)(=O)C1 (stereo not drawn) | -0.7 | 4.3 | 5 | 7 | 105 | -2 | -2.1 | 3 | / | 11 | /

Next results follow:
[19] CC(C)NC(=O)N(C)C[C@H]1Oc2ccc(NC(=O)CCC(F)(F)F)cc2C(=O)N([C@H](C)CO)C[C@@H]1C
[20] Cc1c(N2C(=O)/C(=C/C3CC=CCC3)SC2=S)c(=O)n(-c2ccccc2)n1C (stereo not drawn)
[21] COC(=O)c1sccc1NS(=O)(=O)c1ccccc1[N+](=O)[O-]
[22] COc1ccc(C2=NS(=O)(=O)N(C)C(C(=O)N3C(C)CCCC3C)=C2)cc1 (stereo not drawn)
[23] O=C(CSc1nc2ccccc2c(=O)n1CCC(=O)N1CCCCC1)NCc1ccccc1
[24] CCCc1cc(=O)oc2cc(C)cc(OC(=O)c3ccco3)c12

assay / entry,19,20,21,22,23,24
E coli growth,-0.3,0.7,/,0.8,-0.8,0.7
phage Ecoli inh,2.3,1.5,2.5,3.4,2.1,4.5
SUMO Mot1 rescue,4,-30,/,-7,-10,82
PfHsp90 yeast 2,-57,/,-11,9,-3,-31
Pemphigus Ab inh,102,101,95,100,100,117
Arrestin-AP2 inh,-14,-8,-4,-3,-3,-7
AddAB inh,1.6,-0.5,/,-0.3,1.2,5.8
PKA-R1A activ,-18,/,-2,-7,-2,12
MOR-DOR inv ag,8,/,12,16,11,8
Tat export inh,14,/,1,-5,-11,0
OPRM1-OPRD1 ag,-1.3,/,-2.2,-2.9,-2.1,-1.3

[25] CC(C)(C)CC(=O)Nc1nnc(-c2cccs2)s1
[26] COc1ccc(C2C(C(C)=O)=C(O)C(=O)N2c2ccccn2)cc1 (stereo not drawn)
[27] COc1ccc(-c2ccc3c(c2)C2CC3CCN2S(=O)(=O)c2ccccc2C)cc1 (stereo not drawn)
[28] O=c1[nH]c(CSc2nnc(NCCCN3CCOCC3)s2)nc2cc(Cl)ccc12
[29] Cc1nn(-c2ccncc2)c2c1C(=O)CC(C)(C)C2Br (stereo not drawn)
[30] CCOC(=O)C1CCN(C(=O)c2n[nH]c(=O)c3ccccc23)CC1

assay / entry,25,26,27,28,29,30
E coli growth,-1.1,0.3,/,-3.0,/,0.4
phage Ecoli inh,2.2,1.9,2.1,4.0,2.1,1.1
SUMO Mot1 rescue,108,-9,/,50,/,/
PfHsp90 yeast 2,-37,-14,19,-3,9,11
Pemphigus Ab inh,105,128,102,107,95,94
Arrestin-AP2 inh,-2,-7,12,38,-6,1
AddAB inh,0.5,1.9,/,-0.3,/,-0.2
PKA-R1A activ,-2,6,-4,2,-2,-7
MOR-DOR inv ag,7,13,7,3,-2,8
Tat export inh,11,-2,2,0,-8,-2
OPRM1-OPRD1 ag,-1.1,-2.9,-1.4,-0.8,0.3,-1.6

[31] COc1ccccc1C(=O)NC(CCSC)C(=O)NCC(c1ccccc1OC)N1CCCC1 (stereo not drawn)
[32] CCCC1(c2ccccc2)NC(=O)N(CC(=O)Nc2ccc(N3CCOCC3)cc2)C1=O (stereo not drawn)
[33] Cc1ccc(C)c(NC(=O)CCC(=O)NNS(=O)(=O)c2ccc(Cl)cc2)c1
[34] O=C(Nc1ccc2oc(=O)ccc2c1)c1ccco1
[35] c1ccc(Nc2nn[nH]n2)cc1
[36] O=C(Nc1ccc(Cl)cc1)c1cccc(S(=O)(=O)Nc2ccccn2)c1

assay / entry,31,32,33,34,35,36
E coli growth,2.5,-0.9,-0.9,2.7,-3.3,0.8
phage Ecoli inh,0.4,2.2,0.9,2.6,3.1,1.4
SUMO Mot1 rescue,-4,-10,0,-30,1,52
PfHsp90 yeast 2,-6,-18,-2,-7,5,-3
Pemphigus Ab inh,103,108,/,97,102,106
Arrestin-AP2 inh,8,-12,-6,26,-8,10
AddAB inh,2.2,1.0,1.2,0.2,2.8,-1.3
PKA-R1A activ,-2,-3,1,-7,-4,-10
MOR-DOR inv ag,6,10,4,14,3,11
Tat export inh,-4,1,6,-7,-5,1
OPRM1-OPRD1 ag,-0.8,-2.3,-0.9,-2.2,-0.5,-2.0

[37] O=C(CN1CCN(c2ccccc2F)CC1)NCc1ccc(Cl)cc1
[38] Cc1ccc(C(c2nnnn2C2CCCC2)N2c3ccccc3CC2C)cc1 (stereo not drawn)
[39] N#CCCSCc1ccc(OCC(=O)O)cc1
[40] N#Cc1ccc(-c2nc3cc(Cl)ccc3c(=O)n2O)cc1

assay / entry,37,38,39,40
E coli growth,0.1,-2.3,1.0,-8.5
phage Ecoli inh,2.5,4.7,2.1,-6.1
SUMO Mot1 rescue,324,23,4,-3
PfHsp90 yeast 2,1,-33,/,4
Pemphigus Ab inh,107,110,105,126
Arrestin-AP2 inh,-19,7,26,-4
AddAB inh,1.9,3.9,0.8,-6.9
PKA-R1A activ,-2,2,-3,-4
MOR-DOR inv ag,-18,-10,13,5
Tat export inh,3,-2,4,3
OPRM1-OPRD1 ag,3.8,2.1,-2.2,-1.0

Screening results (PubChem)
